Screens (PubChem)
M5 ag: CHRM5 agonism in calcium assay; CHO-K1 hM5 cells, Fluo-8 calcium fluorescence; 0% DMSO wells, 100% maximal acetylcholine response; P08912; activation, % at 3 µM; AID 624037; 0.19% of 360,000 active;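 active = activation above the run's mean over test compounds plus 3 SD, cut at about 23% in these data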;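 note: signal is peak over basal fluorescence ratio across the kinetic read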
Target sequence (P08912 whole entry, looked up): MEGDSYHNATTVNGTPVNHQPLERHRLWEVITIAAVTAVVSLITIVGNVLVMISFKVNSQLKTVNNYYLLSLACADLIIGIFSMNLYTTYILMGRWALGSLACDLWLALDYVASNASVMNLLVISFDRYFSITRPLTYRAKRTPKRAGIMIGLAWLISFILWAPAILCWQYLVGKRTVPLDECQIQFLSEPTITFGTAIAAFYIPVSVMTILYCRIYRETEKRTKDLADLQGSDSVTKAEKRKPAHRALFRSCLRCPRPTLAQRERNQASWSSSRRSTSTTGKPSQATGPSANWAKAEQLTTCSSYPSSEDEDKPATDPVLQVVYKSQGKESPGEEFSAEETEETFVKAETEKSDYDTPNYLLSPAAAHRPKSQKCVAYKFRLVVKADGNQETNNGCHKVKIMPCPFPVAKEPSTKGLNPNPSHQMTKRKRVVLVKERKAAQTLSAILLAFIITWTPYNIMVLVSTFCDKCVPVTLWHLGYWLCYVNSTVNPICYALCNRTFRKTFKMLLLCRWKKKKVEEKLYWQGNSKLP
CHRM5 antagonist: antagonists of human muscarinic M5 receptor (CHRM5) | 0.59% of 360,000 active | inhibition, % at 3 µM | CHO-hM5 cells, Fluo-8 calcium fluorescence, ACh EC80 | P08912;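 active = inhibition above a per-plate cutoff, the mean of that plate's test compounds plus 3 SD, cut at about 27% in these data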;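 note: 0% = acetylcholine EC80 with DMSO and 100% = DMSO without agonist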
M5 PAM: CHRM5 positive allosteric modulation | 0.3% of 360,000 active | activation, % at 3 µM | P08912 | CHO-K1 hM5, Fluo-8 calcium, ACh EC20 PAM; 0% = ACh EC20, 100% = ACh EC100 | AID 624038;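 active = activation above the run cutoff, the mean activation of all test compounds plus 3 SD, cut at about 18% in these data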
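system = human M5 receptor in CHO-K1 cells | reagent = EC20 acetylcholine as agonist stimulus | compound dosing = single-point, 3 µM nominal | incubation = Fluo-8 loading 80 min at 37 °C plus 30 min room temperature | detection = Fluo-8 calcium dye fluorescence, kinetic read | benchmarks = low control EC20 acetylcholine (0%), high control EC100 acetylcholine (100%)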
TAAR1 agonist: human TAAR1 agonism; Q96RJ0; CHO RD-HGA16 TAAR1, Fluo-8 calcium fluorescence; vehicle wells 0%, saturating PEA agonist 100%; activation, % at 3 µM; 0.99% of 360,000 active; AID 624467;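 active = activation above the mean activation of all test compounds in the run plus 3 SD, cut at about 38% in these data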
Target sequence (Q96RJ0 whole entry, looked up): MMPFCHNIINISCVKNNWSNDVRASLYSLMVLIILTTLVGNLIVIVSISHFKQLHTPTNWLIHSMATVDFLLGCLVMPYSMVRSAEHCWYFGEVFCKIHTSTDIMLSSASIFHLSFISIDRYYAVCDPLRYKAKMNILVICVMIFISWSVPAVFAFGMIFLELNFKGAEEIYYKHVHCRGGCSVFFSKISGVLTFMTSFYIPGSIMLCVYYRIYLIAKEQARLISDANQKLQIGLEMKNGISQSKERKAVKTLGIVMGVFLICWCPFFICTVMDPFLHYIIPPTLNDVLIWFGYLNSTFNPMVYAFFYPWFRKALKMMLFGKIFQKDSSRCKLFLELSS
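test system = CHO RD-HGA16 cells carrying human TAAR1 plus Gα16 | schedule = 17-24 h seeding, 75 min 37 °C dye, 30 min RT | compound dosing = 3 µM single concentration | control set = DMSO and PEA EC100 | replicates = n 1 | signal = Fluo-8 fluorescence, 5 s baseline then 140 s kinetic read | measure = percent activation vs PEA EC100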
CRFBP-R2 block: CRF-BP/CRF-R2 complex antagonism | HEK293 CRF-R2/CRF-BP, CRF-induced calcium fluorescence | inhibition, % at 11.8 µM | 0.59% of 350,000 active | AID 588475;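 active = inhibition of the ligand-induced calcium signal above about 50% at the single tested concentration, limit read from the data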
CRFR2-BP ag: agonists of human CRF-binding protein/CRF-R2 receptor complex | HEK293 CRF-R2/CRF-BP, calcium dye fluorescence (FLIPR); percent of saturating CRF peptide response | activation, % at 13.2 µM | 0.46% of 350,000 active;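 active = activation of at least 50%, plus an integration ratio under a set limit after plate pattern correction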;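 note: plate controls were neutral control wells without compound for no effect and CRF at EC100 for full effect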
CHO-K1 Ca PAM: nonselective activator or artifact in parental CHO-K1 calcium assay | ATP EC20, Fluo-8 calcium fluorescence; 0% at ATP EC20, 100% at ATP max | activation, % at 3 µM | 0.02% of 360,000 active | AID 602247;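 active = activation above the run cutoff, the mean activation of all test compounds plus 3 SD, cut at about 40% in these data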;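 note: peak over basal fluorescence ratio in a 140 s read after ATP addition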
M4 PAM: CHRM4 positive allosteric modulation | P08173 | CHO-K1 hM4/Gqi5, Fluo-8 calcium fluorescence, ACh EC20; 0% = ACh EC20, 100% = maximal ACh | activation, % at 3 µM | 0.4% of 360,000 active | AID 624126;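 active = activation above its plate's cutoff, the mean activation of sample wells plus 3 SD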; note: some results filed as inactive read as strong as hits
TAAR1 antag: human TAAR1 antagonism; inhibition, % at 3 µM; CHO RD-HGA16 TAAR1, Fluo-8 calcium fluorescence, antagonist; 1.5% of 360,000 active; Q96RJ0; AID 624466;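 active = inhibition above a per-plate cutoff, the mean inhibition of test compounds on that plate plus 3 SD, cut at about 49% in these data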;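 note: 0% = DMSO plus EC80 beta-PEA response and 100% = DMSO alone without agonist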
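Test system: RD-HGA16 CHO cells with stable hTAAR1 and Gα16 / Probe or stimulus: EC80 β-phenethylamine stimulus / Times: seeding 17-24 h prior, 75-min 37 °C, 30-min RT dye loading / Detection: Fluo-8 calcium-sensitive fluorescence / Read-out basis: % inhibition scaled between DMSO and EC80 PEA controls / Repeats: singlicate, one well per test compound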
* = called active by the depositor; · = not tested or not shown.

(1) Cc1ccc(C)c(NC(=O)c2ccc(OC(=O)c3ccco3)cc2)c1
(2) CCc1ccc(NC(=O)CSCc2nc(N)nc(Nc3ccccc3CC)n2)cc1
(3) Cc1ccc(OCC(=O)Nc2ccc3c(c2)nc(CCN2CCN(C)CC2)n3C)cc1
(4) NS(=O)(=O)c1cc(Cl)c(NC(=O)COC(=O)c2ccccn2)c(Cl)c1
(5) CN(C)c1ccc(S(=O)(=O)NCC(=O)OCC(=O)Nc2cc(Cl)cc(Cl)c2)cc1[N+](=O)[O-]
(6) NS(=O)(=O)c1ccc(CCNC(=S)Nc2ccccc2)cc1
compound no.	1	2	3	4	5	6
M5 ag	-2	1	-2	2	-1	-1
CHRM5 antagonist	1	-5	15	11	4	2
M5 PAM	-1	0	-1	5	-5	1
TAAR1 agonist	4	4	1	1	14	9
CRFBP-R2 block	18	0	10	0	-2	-4
CRFR2-BP ag	-0.8	1.1	-0.7	0.4	-1.2	-0.3
CHO-K1 Ca PAM	-1	-3	11	18	16	21
M4 PAM	-11	8	-13	4	11	2
TAAR1 antag	14	-2	-6	10	12	-12

(7) Cc1cccc(-c2nnc(SCCOc3ccc4c(C)cc(=O)oc4c3)o2)c1
(8) COc1ccccc1NC(=O)C(C)OC(=O)COc1cccc2c1OC(C)(C)C2 (stereo not drawn)
(9) O=C(Nc1ccc2c(c1)CN(Cc1ccco1)CC2)C1CCCO1 (stereo not drawn)
(10) NC(=O)N/N=C/c1c(F)c(F)c(F)c(F)c1F
(11) CCOc1ccc(NC(=O)N2CCN(C(=O)c3ccco3)CC2)cc1
(12) COc1ccc(NC(=O)N2CCN(C(=O)C3CCCO3)CC2)cc1 (stereo not drawn)
compound no.	7	8	9	10	11	12
M5 ag	2	-2	-4	-1	-3	-4
CHRM5 antagonist	-1	2	0	4	11	6
M5 PAM	5	-5	0	2	-5	2
TAAR1 agonist	0	-1	0	7	2	1
CRFBP-R2 block	-2	0	7	-10	8	0
CRFR2-BP ag	0.7	-1.1	-1.4	-0.7	1.6	1.7
CHO-K1 Ca PAM	20	1	2	7	15	10
M4 PAM	2	-2	-4	3	2	0
TAAR1 antag	15	1	13	10	1	13

(13) O=C(CN1C(=O)C2C3CC(C(Br)C3Br)C2C1=O)N1CCOCC1 (stereo not drawn)
(14) O=C(Nc1ccnn1C1CCN(Cc2cccc(O)c2)CC1)C1CCCC1
(15) CC(SC1=NCCS1)C(=O)Nc1nnc(-c2ccc(Cl)cc2)s1 (stereo not drawn)
(16) CN(Cc1ccco1)C(=O)C1CCC(=O)N1Cc1ccc(F)cc1 (stereo not drawn)
(17) Cc1cc(Br)c(Oc2cc(NN3CCCCC3)c([N+](=O)[O-])cc2[N+](=O)[O-])c(Br)c1
(18) CS(=O)(=O)N(CC(=O)N1CCOCC1)c1cc(C(F)(F)F)ccc1Cl
compound no.	13	14	15	16	17	18
M5 ag	-2	-4	1	-1	2	-3
CHRM5 antagonist	8	8	-3	3	12	13
M5 PAM	-5	2	0	-6	7	0
TAAR1 agonist	3	0	6	4	10	4
CRFBP-R2 block	-8	-8	-34	-20	-3	1
CRFR2-BP ag	0.4	-0.2	-0.2	-1.6	2.0	-0.8
CHO-K1 Ca PAM	9	16	24	17	-14	-4
M4 PAM	-7	-3	1	4	8	-3
TAAR1 antag	5	-13	3	-3	14	-4

(19) CC1=NN(c2ccccc2)C(=O)/C1=C/N(C)C
(20) CCCc1cc(=O)n2[nH]c(C(F)(F)F)nc2n1
(21) CCOc1ccc(CNc2nnnn2C)cc1OC
(22) Cc1cnc(NC(=O)Cc2ccc(S(=O)(=O)N3CCOCC3)s2)s1
(23) O=C1c2ccccc2C(Nc2ccc(F)cc2F)N1CCN1CCOCC1 (stereo not drawn)
(24) COc1ccc(S(=O)(=O)N2CCCCC2)cc1NC(=O)c1ccc(N2CCCC2=O)cc1
compound no.	19	20	21	22	23	24
M5 ag	1	-2	-3	8	0	-1
CHRM5 antagonist	5	-1	13	4	1	5
M5 PAM	2	6	-2	-7	-6	4
TAAR1 agonist	2	12	8	16	1	1
CRFBP-R2 block	-3	6	12	-26	10	-1
CRFR2-BP ag	-0.2	-0.9	0.6	-0.3	0.1	0.6
CHO-K1 Ca PAM	9	27	12	14	-4	15
M4 PAM	-3	3	1	-1	-1	4
TAAR1 antag	9	-5	4	-2	8	-21

(25) O=C(CCS(=O)(=O)c1ccc(Cl)cc1)Nc1ccc(F)cc1
(26) CC(C(=O)Nc1cccnc1)C1Sc2ccccc2NC1=O (stereo not drawn)
(27) CO/N=C1\CCCc2c(C(=O)NN)sc(SC)c21
(28) COCCn1nnnc1C(c1cc2cc(C)cc(C)c2[nH]c1=O)N1CCN(c2ccccc2F)CC1 (stereo not drawn)
(29) Cc1ccc(SC(C)C(=O)Nc2ccccc2C(=O)N2CCOCC2)cc1 (stereo not drawn)
(30) COc1cccc(CN2CCNC(=O)C2CC(=O)N(C)C2CCCCC2)c1 (stereo not drawn)
compound no.	25	26	27	28	29	30
M5 ag	-4	1	2	-4	-1	-2
CHRM5 antagonist	0	12	0	3	-1	3
M5 PAM	-4	-3	4	-1	-4	2
TAAR1 agonist	0	1	1	6	6	1
CRFBP-R2 block	8	8	-2	7	-8	2
CRFR2-BP ag	-4.1	0.3	-0.5	0.5	-0.6	0.5
CHO-K1 Ca PAM	3	24	18	24	13	21
M4 PAM	-3	3	6	1	3	10
TAAR1 antag	-7	2	-14	-1	17	-14

(31) Fc1ccc2cnc(CCO[C@H]3CCCCO3)cc2c1
(32) Cc1ccc(S(=O)(=O)N(C)/C(=N/S(=O)(=O)c2ccccc2)c2ccccc2)cc1
(33) COc1ccccc1OCCC(=O)OCC(=O)Nc1ccc2c(c1)OCO2
(34) COc1ccc(NC(=O)CN(C)C(=O)CCc2nc3cc(S(=O)(=O)N4CCOCC4)ccc3n2C)cc1
(35) Cn1nnnc1SCc1nc2scc(-c3ccccc3)c2c(=O)[nH]1
(36) COC(=O)COc1ccc2cc(-c3ccccc3)c(=O)oc2c1
compound no.	31	32	33	34	35	36
M5 ag	0	-2	5	-3	3	-1
CHRM5 antagonist	6	4	19	8	8	3
M5 PAM	5	-5	-6	-5	1	-2
TAAR1 agonist	1	9	2	1	0	5
CRFBP-R2 block	3	12	-3	-3	1	-15
CRFR2-BP ag	-0.1	-0.4	-1.1	0.3	0.0	1.4
CHO-K1 Ca PAM	15	-8	-14	9	-5	12
M4 PAM	9	2	-1	3	-9	4
TAAR1 antag	1	-11	3	-11	-2	-16

(37) CCCC(=O)N1CCCC1(C)C(=O)Nc1ccc(-n2cncn2)cc1 (stereo not drawn)
(38) O=C(N/N=C/c1cc(Cl)ccc1O)c1ccccc1Br
(39) Cc1cc(C)n(-c2ccc(C(=O)OC(C)C(=O)Nc3ccc(C(N)=O)cc3)cc2)n1 (stereo not drawn)
(40) CC1=NN(c2ccccc2)C(=O)/C1=C\C=C\c1ccccc1
(41) COC(=O)COc1ccc(S(=O)(=O)NCC2CCCO2)cc1Cl (stereo not drawn)
(42) Nc1cc(=O)nc(SCC(=O)N2CCN(c3ccccc3)CC2)n1-c1ccc(F)cc1
compound no.	37	38	39	40	41	42
M5 ag	1	2	1	-1	1	-3
CHRM5 antagonist	1	-9	8	1	1	-7
M5 PAM	3	0	-8	3	0	2
TAAR1 agonist	2	9	3	1	5	3
CRFBP-R2 block	·	-11	-5	-13	-6	-3
CRFR2-BP ag	·	-0.4	3.3	-0.1	2.4	3.2
CHO-K1 Ca PAM	17	19	8	5	11	6
M4 PAM	0	-2	2	1	3	7
TAAR1 antag	-26	8	11	-30	16	-20

(43) CCOc1ccc(-c2nc(C#N)c(NC3CC3)o2)cc1
(44) Cc1ccc(NC(=O)c2cc(NC(=O)c3ccccc3C(=O)O)ccc2N2CCCCC2)cc1
(45) COc1ccc(N(C(C)C(=O)N/N=C/c2ccc(OCC(C)C)cc2)S(C)(=O)=O)cc1 (stereo not drawn)
(46) COc1ccc(-c2nc3ccc(Br)cn3c2Cc2cccc(F)c2)cc1OC
(47) Cc1nn(C(=O)c2c(-c3ccccc3)noc2C)c(C)c1N=Nc1cc(C(F)(F)F)cc(C(F)(F)F)c1
(48) Cc1ccccc1/C=N/NC(=O)Cn1nnc(N)n1
compound no.	43	44	45	46	47	48
M5 ag	-2	-1	0	-4	-1	-1
CHRM5 antagonist	0	-4	0	10	2	-8
M5 PAM	0	-1	4	0	5	7
TAAR1 agonist	·	2	0	0	0	2
CRFBP-R2 block	-6	8	-7	·	53*	-16
CRFR2-BP ag	-0.4	-1.3	0.6	·	4.6	-0.6
CHO-K1 Ca PAM	11	9	20	-5	-18	16
M4 PAM	-3	1	3	0	2	12
TAAR1 antag	·	-6	34	6	-12	1
